Screens as filed in PubChem.
Arrestin-AP2 inh: inhibitors of beta-arrestin/AP2 binding, primary screen, biochemical, GPCR trafficking, flow cytometry. beta-arrestin 1 C-terminal peptide binding to AP2 beta2-adaptin appendage (human). FITC-arrestin peptide / GST-AP2 beads; AP2 beta2 appendage carries R879A mutation. inhibition, % at 10 µM. actives 0.31% (n = 340,000);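 active = inhibition above a set limit, near 3 SD of compounds lacking own fluorescence, cut at about 54% in these data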;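 also: plate controls were DMSO wells for no effect and 5 µM unlabelled arrestin peptide for full effect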
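System: GST-AP2 R879A glutathione beads | Also added: FITC-arrestin peptide, 50 nM | Times: 12 min plus 1 h, RT | Signal: Bead flow cytometry, FITC channel | Buffer or medium: PBS with 0.05% Tween 20 and 0.1% BSA | Read-out basis: Percent drop in bead-associated FITC signal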
OPRM1-OPRD1 inv: inverse agonists of MOR-DOR heterodimerization, primary screen, cell-based, luminescence; Mu-type opioid receptor (Homo sapiens) + Delta-type opioid receptor (Homo sapiens), …; inhibition, % at 9.3 µM; cell-based MOR-DOR heterodimer luminescence, inverse agonism; actives 0.21% (n = 340,000); AID 504357, 2011; in the data active = inhibition above about 22%, passing the limit was not always enough;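 also: 0% = cells with DMSO and 100% = wells without cells with DMSO; values of inactives mirror those of a sister screen read the other way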
DAGLB inh: DAGLB lipase inhibitors, primary screen, biochemical, fluorescence, HTS; HEK293T DAGLB membrane lysate, EnzChek fluorogenic substrate; inhibition, % at 5.17 µM; actives 0.059% (n = 340,000); in the data active = inhibition above about 34%;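 also: 0% = enzyme with vehicle and 100% = wells lacking enzyme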
Target sequence (Q8NCG7 whole entry, looked up): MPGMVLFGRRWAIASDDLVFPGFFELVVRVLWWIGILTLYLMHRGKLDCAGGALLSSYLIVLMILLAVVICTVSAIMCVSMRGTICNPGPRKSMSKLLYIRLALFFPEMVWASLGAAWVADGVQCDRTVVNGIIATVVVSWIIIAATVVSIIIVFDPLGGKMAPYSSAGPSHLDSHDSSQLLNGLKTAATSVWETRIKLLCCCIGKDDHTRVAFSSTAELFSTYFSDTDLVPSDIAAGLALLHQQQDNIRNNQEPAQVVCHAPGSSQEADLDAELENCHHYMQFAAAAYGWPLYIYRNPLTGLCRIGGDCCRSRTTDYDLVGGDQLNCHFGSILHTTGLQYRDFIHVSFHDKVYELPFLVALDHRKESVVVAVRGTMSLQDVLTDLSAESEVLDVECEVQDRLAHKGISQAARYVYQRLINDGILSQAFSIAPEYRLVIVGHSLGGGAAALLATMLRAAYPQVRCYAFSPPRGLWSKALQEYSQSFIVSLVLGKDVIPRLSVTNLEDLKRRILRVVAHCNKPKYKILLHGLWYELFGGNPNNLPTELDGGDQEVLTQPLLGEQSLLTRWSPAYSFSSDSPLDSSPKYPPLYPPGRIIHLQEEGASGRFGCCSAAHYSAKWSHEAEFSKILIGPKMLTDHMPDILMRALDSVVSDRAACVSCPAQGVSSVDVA
PKA-R2B act: activators of PKA-R2B holoenzyme, primary screen, biochemical, fluorescence polarization, Cy5-IP20, human. cAMP-dependent protein kinase catalytic subunit beta (Homo sapiens) + cAMP-dependent …. PKA-R2B holoenzyme dissociation; R2B truncated from residue 108, S112A mutant; 0% DMSO only, 100% 113 µM cGMP. activation, % at 11.4 µM. actives 0.079% (n = 340,000);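 active = activation above a cutoff set at the mean over all compounds plus 3 SD, cut at about 18% in these data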;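 also: higher means more holoenzyme dissociation and a rise in polarization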
OPRM1-OPRD1 ag: agonists of OPRM1-OPRD1 heterodimerization, primary screen, cell-based, luminescence; activation, % at 9.3 µM; cells; AID 504326, 2011; actives 0.3% (n = 340,000); in the data active = activation above about 18%;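 also: 0% = vehicle-treated cells and 100% = reference agonist; values of inactives mirror those of a sister screen read the other way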
HTR5A ag ctr: HTR5A agonists in luminescence cell assay, primary screen, counter-screen for OPRM1-OPRD1 heterodimer agonist project, full-deck HTS; 5-hydroxytryptamine receptor 5A (Homo sapiens), P47898; cell-based; activation, % at 9.3 µM; actives 0.61% (n = 340,000); in the data active = activation mostly above about 9.5%, no sharp cut-off; inactive = mostly below about 7.6%;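 also: 0% = cells with vehicle only and 100% = reference agonist; strong numbers were not always called active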
Target sequence (P47898 whole entry, looked up): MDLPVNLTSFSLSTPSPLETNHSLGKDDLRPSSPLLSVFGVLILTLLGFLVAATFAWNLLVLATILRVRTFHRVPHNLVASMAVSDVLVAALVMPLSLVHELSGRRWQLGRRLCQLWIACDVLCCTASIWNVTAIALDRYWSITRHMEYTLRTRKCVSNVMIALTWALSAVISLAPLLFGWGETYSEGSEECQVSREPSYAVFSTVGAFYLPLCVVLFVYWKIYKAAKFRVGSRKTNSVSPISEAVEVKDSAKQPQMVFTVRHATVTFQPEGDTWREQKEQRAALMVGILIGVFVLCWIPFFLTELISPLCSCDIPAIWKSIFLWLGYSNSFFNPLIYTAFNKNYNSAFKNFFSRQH
DSG3 Ab inh: inhibitors of pemphigus antibody binding to DSG3, primary screen, biochemical, bead-based, flow cytometry, scFv-GFP. AID 588358, 2011. binding (percent of control), % at 10 µM. DSG3-coupled beads, scFv-anti-DSG3-GFP binding; hits give low values. actives 0.48% (n = 310,000);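 active = binding more than 3 SD below its plate's average and above zero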;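 also: hits lower antibody fragment binding to DSG3; some compounds called inactive have numbers as strong as hits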
HTR5A inv ctr: HTR5A inverse agonists in luminescence cell assay, primary screen, counter-screen for OPRM1-OPRD1 heterodimer inverse agonist project, full-deck HTS. 5-hydroxytryptamine receptor 5A (Homo sapiens), P47898. HTR5A cell line, inverse agonism. inhibition, % at 9.3 µM. actives 0.083% (n = 340,000). AID 504634, 2011; in the data active = inhibition mostly above about 23%, no sharp cut-off; inactive = mostly below about 18%;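 also: 0% = cells with DMSO and 100% = no-cell wells with DMSO; some compounds called inactive have numbers as strong as hits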
PKA-R1A activ: activators of PKA-R1A holoenzyme, primary screen, biochemical, fluorescence polarization, Cy5-IP20, bovine R1A, mouse PKAc; cAMP-dependent protein kinase type I-alpha regulatory subunit (Bos taurus) + …; actives 0.083% (n = 340,000); activation, % at 11.4 µM; PKA-R1A dissociation; scaled: DMSO 0%, 113 µM cGMP 100%;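 active = percent activation above the mean of all tested compounds plus 3 SD, cut at about 19% in these data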;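 also: higher means more PKAc released from R1A so a rise in polarization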
V-ATPase pH: regulators of yeast V-ATPase proton pumping, primary screen, pHLuorin cytosolic pH fluorescence; S. cerevisiae; response, % at 10 µM; actives 0.37% (n = 350,000); AID 504577, 2011; in the data active = response mostly above about 7.3%, no sharp cut-off; inactive = mostly below about 5.4%; also: actives read high; inactives centre near 0; some compounds called inactive have numbers as strong as hits; reference of the scale not given here
* hit, by the source's call; . = not tested or not shown. An unsorted share of the library. Share with any hit: about 2.4%.

The line under a structure holds: Arrestin-AP2 inh	OPRM1-OPRD1 inv	DAGLB inh	PKA-R2B act	OPRM1-OPRD1 ag	HTR5A ag ctr	DSG3 Ab inh	HTR5A inv ctr	PKA-R1A activ	V-ATPase pH
CCOC1OC(=O)C(Cl)=C1Nc1ccc(C)cc1 (configuration not stated)
    5	2	-2	-6	-0.4	0	107	-5	-6	-7
COc1ccc(N2C(=O)CSCC2=O)cc1OC
    5	13	-2	3	-2.2	4	98	-11	4	-2
Cc1nc(CNS(=O)(=O)c2cc([N+](=O)[O-])ccc2C)cs1
    -4	6	2	-1	-1.1	1	104	-2	-6	-3
COc1cccc(C(c2c(NC(=O)c3ccccc3)sc(C)c2C)N2CCN(C)CC2)c1 (configuration not stated)
    9	-19	-1	10	3.8	4	95	3	-10	-4
CCN(CCCNC(=O)c1cc2c(-c3cccc(OC)c3)nn(C)c2s1)Cc1ccccc1
    -8	11	-1	0	-2.5	2	140	-7	3	-3
COc1ccc(-c2cc3ccccc3nc2N)cc1OC
    19	10	-6	-6	-2.3	-1	108	3	-1	1
c1cncc(-c2nc3c(ccc4ccccc43)[nH]2)c1
    -3	-45	6	-4	7.5	2	101	-5	5	-1
O=C(COC(=O)c1cc[n+]([O-])cc1)NCCc1ccc(Cl)cc1Cl
    9	8	-2	0	-1.5	-5	104	11	-5	0
COC(=O)c1cn(NC(=O)C2CCCO2)c(=O)c2ccccc12 (configuration not stated)
    -6	13	-4	5	-2.3	0	101	2	-2	4
COc1ccc(CN2CCN(CCC(C)C)C(CCO)C2)cc1Cn1cncn1 (configuration not stated)
    30	17	-1	8	-3.4	-3	100	8	-4	4
COC(=O)c1ccccc1NC(=O)N1CCCC1
    4	8	-6	2	-1.4	1	87	-2	-9	-2
O=C(CCn1c(=O)[nH]c2ccccc2c1=O)NCCSCc1ccccc1
    11	0	1	-5	-0.1	-2	102	5	0	4
OC(CNCCC(c1ccccc1)c1ccccc1)COc1ccccc1 (configuration not stated)
    16	-105	-6	5	22*	0	106	-48	-3	-1
NS(=O)(=O)c1ccc(CNC(=O)c2cc(-c3ccccc3)nc3ccccc23)cc1
    -13	6	-1	-13	-1.2	4	93	-24	-10	3
C=CCNc1nc(-c2c(C)nc3ncccn23)cs1
    4	12	0	-1	-2.6	2	124	-8	1	-1
COC(=O)Nc1ccc(S(=O)(=O)N2CCCCC2C(=O)NCc2ccco2)cc1 (configuration not stated)
    3	21	-1	-15	-3.9	2	84	-10	-9	1
CN(c1ccccc1)S(=O)(=O)c1ccc(C(=O)Nc2nccs2)cc1
    1	-22	-5	1	4.2	17	89	-47	-7	7
C=CC[C@@H](CC(=O)N(CCO)Cc1ccccc1)C(=O)N[C@@H](COC(=O)[C@@H](CC=C)Cc1ccc(F)cc1)Cc1ccccc1
    -4	-22	-6	-3	3.8	-1	.	18	-9	-2
Cc1ccccc1C1=NC(C(F)(F)F)(C(F)(F)F)c2c(n(C)c(=O)n(C)c2=O)N1
    11	17	1	2	-3.2	0	102	-1	1	0
COCCCNC(=O)c1ccc(Cn2c(=O)c3ccccc3n(CC(=O)NCCc3ccc(OC)c(OC)c3)c2=O)cc1
    30	18	-2	-9	-3.4	-2	98	6	-22	-3
COc1ccc(NC(=O)C2=C(C)NC(=O)NC2c2ccccc2[N+](=O)[O-])cc1 (configuration not stated)
    -16	10	0	-6	-1.9	-2	82	-5	-21	0
CNC(=O)c1cc2cc(OC)ccc2oc1=O
    9	8	2	-2	-1.4	0	.	27	2	4
CN(C)c1nc(Oc2ccc(C(=O)OCC(=O)Nc3ccccc3)cc2)nc(N(C)C)n1
    16	-15	-9	9	2.7	0	95	6	1	-6
Cc1cccc(NC(=O)c2ccc(NCCO)c([N+](=O)[O-])c2)n1
    14	19	2	9	-3.6	1	101	-3	-11	-3
COc1cccc(C(=O)N2CCN(Cc3cn[nH]c3-c3ccc(F)cc3F)CC2)c1
    33	14	-2	8	-2.7	1	80	-3	-4	3
CN(C)CCN(C(=O)c1ccccc1Cl)c1nc2c(Cl)cccc2s1
    0	-15	-6	-6	2.8	1	97	-2	3	6
Cc1cc(O)c(/C=N/Nc2ccccc2)c(=O)o1
    6	24	3	-2	-4.2	0	99	0	-3	4
Cc1nc2ccccc2nc1SCC(=O)N1CCC(C)CC1
    4	5	-1	3	-1.1	6	118	-5	3	1
CCCCc1nc2cc(C(=O)NC(C)c3cnn(C)c3)ccc2o1 (configuration not stated)
    31	10	0	-4	-1.8	1	100	7	-4	-2
c1ccc(C2CC3CC(c4ccccc4)N2O3)cc1 (configuration not stated)
    -2	1	-4	0	-0.2	-1	115	4	-5	1
CON=C(C(=O)NC1C(=O)N2C(C(=O)O)=C(CSc3nc(=O)c(=O)[nH]n3C)CSC12)c1csc(N)n1 (configuration not stated)
    -7	9	0	-3	-1.7	5	101	-21	2	1
CCC1CCCCN1C(=O)COC(=O)CN(C)S(=O)(=O)c1ccc(NC(C)=O)cc1 (configuration not stated)
    -3	19	-1	-18	-3.6	-2	101	4	-1	-1
Cn1nc(C(=O)OCC(=O)NCCc2ccccc2)c2ccccc2c1=O
    29	17	-3	-1	-3.4	-3	102	6	-4	-2
O=c1c(Cc2ccc(Cl)cc2Cl)c(O)ccn1CCCN1CCOCC1
    1	10	-1	-5	-2.0	8	99	-1	2	-1
COc1ccc(OCC(NS(=O)(=O)c2ccc(-n3cnnn3)cc2)C(C)C)cc1 (configuration not stated)
    34	11	2	7	-2.1	2	99	-13	4	-7
COc1cc(/C=N/NC(=O)CCOc2ccccc2C)cc(Br)c1O
    17	12	-4	6	-2.4	1	102	-3	5	-1
COc1ccccc1-c1c(C(F)(F)F)oc2cc(OC(=O)c3cccc([N+](=O)[O-])c3C)ccc2c1=O
    4	-15	0	4	3.0	1	102	-8	-2	2
COc1cc(NC(=O)C(=O)NCCN(C)C)c(OC)cc1Cl
    31	20	-1	0	-4.0	6	103	10	2	2
CC1(C)CC(=O)C(C=NCCN2CCN(C3CC(=O)N(c4ccc(F)cc4)C3=O)CC2)=C(O)C1 (configuration not stated)
    11	7	-2	0	-1.5	4	.	4	-5	0
O=C(CSc1nnc2ccccn12)NNC(=O)c1ccccc1
    -6	-1	-4	-1	0.3	-2	97	-14	-3	2
CCC1Oc2ccccc2C(=O)N(CC(=O)c2ccc3c(c2)OCCO3)C1=O (configuration not stated)
    27	9	-7	0	-1.6	4	.	-11	-6	3
O=C(NC(=S)NCc1cccnc1)c1ccccc1
    -8	8	3	0	-1.5	0	101	-7	5	1
Cc1cccc(C(=O)OCC(=O)NC(=O)Cc2ccccc2)c1O
    5	-22	-7	-9	4.0	2	102	-3	1	-1
CC1=Nc2cc(C(=O)O)ccc2Sc2ccc(C)cc21
    .	1	7	-11	-0.1	4	94	-5	-1	0
CCOC(=O)c1c2c(n(Cc3ccccc3)c1C)C(=O)C(=O)c1ccccc1-2
    12	-85	18	-6	19*	8	91	-32	-3	-3
CC(=O)Nc1ccc(S(=O)(=O)N2CCN(C(=O)c3ncoc3-c3ccccc3C)CC2)cc1
    24	-32	0	16	4.0	-2	114	5	14	-2
c1ccc2c(c1)nc(Nc1ccc3c(c1)OCO3)c1nnnn12
    -2	-10	-1	4	1.9	-2	102	6	0	-5
CCCNC(=O)c1nc2ncc(Br)cn2n1
    -3	1	0	-11	-0.1	-4	.	-13	10	2
CN(C)S(=O)(=O)c1cccc(NC(=O)CCSc2ccc(Cl)cc2)c1
    -4	-11	-1	-16	2.4	1	101	-32	-6	1
CN(C)c1oc(-c2ccccc2Cl)nc1C#N
    2	8	-2	-11	-1.3	2	121	-9	6	1

(more compounds)
The line under a structure holds: Arrestin-AP2 inh	OPRM1-OPRD1 inv	DAGLB inh	PKA-R2B act	OPRM1-OPRD1 ag	HTR5A ag ctr	DSG3 Ab inh	HTR5A inv ctr	PKA-R1A activ	V-ATPase pH
Cc1cc(C)n(Cc2cccc(C(=O)N/N=C/c3ccncc3)c2)n1
    19	14	-4	-3	-2.6	-5	.	20	6	-1
Cc1cccc2c(-c3ccccc3)cc(=O)[nH]c12
    7	4	0	-2	-0.7	2	101	-6	7	2
Cc1cccn2c(=O)c3cc(C#N)c(=NC(=O)c4ccco4)n(Cc4ccco4)c3nc12
    3	17	1	4	-3.3	-3	113	17	1	-1
O=[N+]([O-])c1cccnc1C1OCCO1
    .	.	0	5	.	.	105	.	8	2
Cc1cc(-c2nsc(=O)o2)c(S(C)(=O)=O)s1
    19	11	-1	2	-2.1	-1	97	-14	10	4
COCC(C)n1c(C)cc(C(=O)COC(=O)/C=C/c2cccc(F)c2)c1C (configuration not stated)
    27	2	-2	1	-0.3	8	102	2	1	-4
C=CCNC(=O)/C(C#N)=C/c1c(N(Cc2ccccc2)Cc2ccccc2)nc2ccccn2c1=O
    -5	12	0	-1	-2.3	6	130	8	-1	1
CCC(CC)C(=O)Nc1cccc(C(=O)Nc2nccs2)c1
    1	16	2	-6	-3.6	5	100	-14	-7	3
COc1ccc(C(=O)CC(SCC(NC(C)=O)C(=O)O)c2ccc(Cl)cc2)cc1OC (configuration not stated)
    -3	14	2	-5	-2.9	-2	106	7	5	0
CCn1ncc(S(=O)(=O)NCc2ccccc2Cl)c1C
    -5	17	-3	-6	-3.4	4	.	0	-16	-3
Cc1cc(C(=O)CSc2nnc(-c3ccc(F)cc3)o2)c(C)n1CC1COc2ccccc2O1 (configuration not stated)
    -11	7	-3	-4	-1.2	1	101	4	-11	-3
Cc1ccc(S(=O)(=O)NCCC(=O)Nc2cc(F)ccc2C)cc1C
    -6	18	0	-5	-3.4	7	109	-19	-2	-1
COC(=O)c1c(NC(=O)c2ccco2)sc2c1CCN(C(C)=O)C2
    28	18	-1	12	-4.4	2	110	-4	2	-3
CCOc1ccc(CN(C)Cc2cc(=O)oc3cc(C)c(Cl)cc23)cc1
    -14	4	-26	1	-0.9	-1	.	4	-4	1

Rewritten comma-delimited: two of the compounds above
molecule,Arrestin-AP2 inh,OPRM1-OPRD1 inv,DAGLB inh,PKA-R2B act,OPRM1-OPRD1 ag,HTR5A ag ctr,DSG3 Ab inh,HTR5A inv ctr,PKA-R1A activ,V-ATPase pH
CCOc1ccc(CN(C)Cc2cc(=O)oc3cc(C)c(Cl)cc23)cc1,-14,4,-26,1,-0.9,-1,.,4,-4,1
CN(C)c1oc(-c2ccccc2Cl)nc1C#N,2,8,-2,-11,-1.3,2,121,-9,6,1
